FBA Mtb inh = inhibitors of M. tuberculosis fructose-bisphosphate aldolase; P9WQA3; purified M. tuberculosis FBA, fluorescence read-out; inhibition, % at 1 µM; 360,000 tested, 2.3% active; AID 588726; in the data active = inhibition above about 27%;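 also: 0% = vehicle and 100% = reference inhibitor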
Target sequence (P9WQA3 whole entry, looked up): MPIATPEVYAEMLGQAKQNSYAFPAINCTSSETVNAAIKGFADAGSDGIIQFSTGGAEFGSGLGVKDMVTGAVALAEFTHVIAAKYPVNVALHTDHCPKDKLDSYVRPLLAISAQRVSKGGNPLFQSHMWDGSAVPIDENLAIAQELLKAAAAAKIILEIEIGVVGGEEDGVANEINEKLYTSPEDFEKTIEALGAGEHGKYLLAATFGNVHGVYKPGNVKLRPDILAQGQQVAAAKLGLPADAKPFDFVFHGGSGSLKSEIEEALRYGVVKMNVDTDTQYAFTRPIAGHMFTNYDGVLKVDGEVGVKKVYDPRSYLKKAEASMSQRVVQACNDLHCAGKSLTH
GDH-TPI inh = inhibits GDH-TPI coupling enzymes, artifact for Mtb FBA screen. AID 588335. inhibition, % at 4.8 µM. GDH-TPI coupled enzyme counterscreen, NADH absorbance. 360,000 tested, 1.2% active; in the data active = inhibition above about 30%;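 also: 0% = DMSO wells and 100% = wells lacking the enzyme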
UGM FP inh = inhibitors of M. tuberculosis UDP-galactopyranose mutase; inhibition, % at 10 µM; 320,000 tested, 0.06% active; P9WIQ1; purified UGM, fluorescence polarization probe displacement; AID 504406; in the data active = inhibition above about 10%, passing the limit was not always enough
Target sequence (P9WIQ1 whole entry, looked up): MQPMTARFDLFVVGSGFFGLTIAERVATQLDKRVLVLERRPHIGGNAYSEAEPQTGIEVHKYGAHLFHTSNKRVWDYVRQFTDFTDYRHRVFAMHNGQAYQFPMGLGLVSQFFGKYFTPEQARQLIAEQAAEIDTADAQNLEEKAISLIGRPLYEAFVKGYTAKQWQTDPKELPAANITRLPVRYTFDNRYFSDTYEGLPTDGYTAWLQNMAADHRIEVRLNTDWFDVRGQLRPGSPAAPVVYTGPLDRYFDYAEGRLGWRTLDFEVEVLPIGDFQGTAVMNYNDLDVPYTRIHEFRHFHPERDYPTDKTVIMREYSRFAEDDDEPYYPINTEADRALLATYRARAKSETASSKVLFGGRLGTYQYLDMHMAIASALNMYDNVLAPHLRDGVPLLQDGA
MazF activator = activators of E. coli MazEF toxin-antitoxin RNase; P0AE70; FAM/BHQ RNA-DNA oligo cleavage fluorescence, 5 h; activation, % at 20 µM; 350,000 tested, 0.32% active; AID 504720; in the data active = activation above about 50%
Target sequence (P0AE70 whole entry, looked up): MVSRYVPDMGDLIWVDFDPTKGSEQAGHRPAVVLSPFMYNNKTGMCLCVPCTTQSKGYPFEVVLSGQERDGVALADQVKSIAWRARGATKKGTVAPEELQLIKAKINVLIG
Mtb BioA inh = blocks M. tuberculosis BioA enzyme activity | purified M. tuberculosis BioA enzyme, plate reader | inhibition, % at 9.99 µM | 360,000 tested, 0.096% active | AID 602481; in the data active = inhibition above about 40%
DUSP3 inh = DUSP3 (human) phosphatase inhibition | P51452 | recombinant VHR phosphatase, pNPP absorbance | inhibition, % at 13.3 µM | 290,000 tested, 0.52% active | AID 1654; in the data active = inhibition above about 50%; also: some compounds called inactive have numbers as strong as hits
Target sequence (P51452 whole entry, looked up): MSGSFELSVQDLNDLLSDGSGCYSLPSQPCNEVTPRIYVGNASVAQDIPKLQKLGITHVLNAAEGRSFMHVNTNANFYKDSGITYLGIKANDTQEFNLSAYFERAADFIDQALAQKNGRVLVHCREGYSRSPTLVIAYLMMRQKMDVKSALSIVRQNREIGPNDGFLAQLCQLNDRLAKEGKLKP
BH1578 lux ind = quorum light induction in luxS cqsA deficient V. cholerae | V. cholerae BH1578 lux reporter, luminescence, 6 h | activation, % at 18.7 µM | 350,000 tested, 0.16% active | AID 588436; in the data active = activation mostly above about 9.7%, no sharp cut-off; also: not every result past the cut was called active; inactives centre near 0; reference of the scale not given here
PriA SSB inh = blocks PriA binding to SSB C-terminal tail | AlphaScreen SSBct-PriA binding, biotinylated peptide | inhibition, % at 33 µM | 430,000 tested, 0.6% active | AID 1272365; in the data active = inhibition mostly above about 37%, no sharp cut-off; inactive = mostly below about 20%;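 also: plate controls were negative control peptide for no effect and reference peptide for full effect; strong numbers were not always called active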
Rv3671c inh = inhibits the M. tuberculosis serine protease Rv3671c. 320,000 tested, 0.048% active. inhibition, % at 5.96 µM; in the data active = inhibition above about 38%;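 also: extracellular domain of Rv3671c used as enzyme; 0% = enzyme with DMSO and 100% = no enzyme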
3CLpro inhibitor = SARS-CoV 3CLpro protease inhibition; P0C6X7; recombinant SARS-CoV 3CLpro, quenched FRET peptide cleavage; inhibition, % at 6 µM; 290,000 tested, 0.14% active; AID 1706; in the data active = inhibition above about 12%
Starred values were filed as active, the others as inactive; i = inactive; · = no result given; & = joins results of further samples. These rows are one share of the data; rates above refer to the full screens.

SMILES	FBA Mtb inh	GDH-TPI inh	UGM FP inh	MazF activator	Mtb BioA inh	DUSP3 inh	BH1578 lux ind	PriA SSB inh	Rv3671c inh	3CLpro inhibitor
NC(=O)c1c(NC(=O)CSc2nnc(-c3ccco3)n2-c2ccccc2)sc2c1CCC2	2	11	2.3	-2	7.2	8	i	-3	-4	4
CN1CCN(S(=O)(=O)c2ccc(NC(=O)c3csc4ccccc34)cc2)CC1	-1	11	-3.4	1	0.7	4	i	1	-12	-1
CC1(Oc2ccc(CC#N)cc2)CCN(Cc2ccccc2OC(F)F)C1 (configuration not stated)	2	10	·	·	0.2	·	i	·	·	·
CC(=O)Nc1ccccc1C(=O)N1CCN(Cc2ccc3c(c2)OCO3)CC1	-5	-9	-0.6	2	-1.1	-20	i	-2	0	-1
COc1ccc2ccccc2c1CN1CCN(Cc2ccccc2)CC1	2	9	1.3	6	1.8	23	i	8	-1	0
COc1ccc(CCNC(=O)CNS(=O)(=O)c2ccc(N(C)C)c([N+](=O)[O-])c2)cc1OC	3	9	0.3	9	0.6	0	-0.3	7	4	-4
CCOc1cc(-c2nc3c(C)cccn3c2NCC2CCCO2)ccc1O (configuration not stated)	84*	19	-2.6	3	-1.2	29	-0.2	·	2	1
COC(=O)/C=c1/s/c(=C(\C#N)C(=O)NCc2ccco2)n(-c2ccccc2)c1=O	-13	7	-1.3	-40	1.3	26	-0.5	·	-29	5
O=[N+]([O-])c1ccc(NN=Cc2ccco2)nc1	-13	33*	·	3	-2.6	·	i	-8	·	·
COCCN(CC(=O)Nc1cccc(C)c1C)C(=O)c1oc2c(Cl)cccc2c1C	-2	11	-3.2	-10	-0.6	·	-0.7	-3	-3	·
CCN(CC)C(=O)c1sc(NC(=O)Cc2ccc(OC)cc2)c(C#N)c1C	-1	0	2.2	-4	-1.1	16	17*	-6	4	1
CC(C)OC(=O)c1c2c(n3ccccc13)C(=O)c1ccccc1C2=O	-4	7	-4.5	175*	·	5	i	18	-5	2
O=C(CN1C(=O)NC2(CCCCC2)C1=O)Nc1nc2c(F)cc(F)cc2s1	2	1	2.1	6	-1.4	·	i	-3	-9	·
COC(=O)CSc1ncnc2c1cnn2Cc1ccccc1	0	4	-1.5	-1	0.8	28	-0.1	-1	-2	2
O=C1NC(=O)N(Cc2ccccc2)C(=O)/C1=C/c1cnc(-c2ccccc2)nc1	0	-5	0.2	7	·	37	-0.2	-20	-7	4
Cc1occc1C(=O)Nc1sc2c(c1C(N)=O)CCC(C(C)(C)C)C2 (configuration not stated)	-1	15	1.5	-1	2.8	2	i	1	-8	3
O=S1(=O)c2ccccc2N=NN1Cc1ccc(Cl)c(Cl)c1	·	·	-0.4	·	·	-7	·	·	-2	7
N#Cc1c(-c2ccccc2)nc(-c2cccnc2)[nH]c1=O	3	-3	3.6	1	-0.4	9	i	3	-8	1
CCc1ccccc1NC(=O)N1C2CCCC1CC(NC(C)=O)C2 (configuration not stated)	-2	-3	-0.6	-3	-1.9	26	i	-6	2	-4
O=C(Nc1ccc2oc(-c3ccncc3)nc2c1)c1ccc([N+](=O)[O-])o1	-1	14	0.2	3	-0.8	3	2.1	-6	11	-3
Cc1ccc(-c2nn(-c3ccccc3)cc2CSC(=N)N)cc1	0	8	2.3	32	·	19	-0.9	-65	0	1
O=[N+]([O-])c1cccc(/C=C/c2nc3ccc([N+](=O)[O-])cc3[nH]2)c1	-1	20	-0.5	17	0.7	21	i	9	-24	2
CCN1CCC(=NNC(=O)c2ccco2)CC1	0	3	-2.2	4	-0.1	-14	i	-7	-4	3
CN1C(C(=O)NCc2cccc(C(F)(F)F)c2)CC2Cn3c(nc4cc5ccccc5cc43)C21 (configuration not stated)	3	5	2.6	-2	-1.2	22	-0.3	8	-16	·
c1ccn(-c2ccc(N3CCOCC3)cc2)c1	1	2	1.1	3	1.1	-7	i	10	2	-2
COC(=O)CN1C(=S)N(C)C(=O)C1CC(=O)Nc1ccccc1 (configuration not stated)	0	9	-1.8	-2	0.4	-4	-0.2	-5	3	4
COc1cccc(NC(=S)Nc2cccc3ccccc23)c1	21	-2	1.4	-3	-1.2	10	-0.3	38	-10	1
CCOC(=O)N1CCN(C(=O)CN(C2CCCCC2)S(=O)(=O)c2ccc(F)cc2)CC1	0	9	2.1	-2	·	21	i	-3	-2	5
O=C(O)CN1CCN(Cc2ccccc2Cl)C1=O	5	-5	-1.3	-7	-1.6	·	i	-10	-6	-3
CC(C)CNC(=O)C1(C)CCCCCN1Cc1ccccc1-c1ccccc1 (configuration not stated)	0	2	·	·	-0.5	·	i	·	·	·

An excerpt from above, limited to 3CLpro inhibitor and FBA Mtb inh:
structure	3CLpro inhibitor	FBA Mtb inh
O=S1(=O)c2ccccc2N=NN1Cc1ccc(Cl)c(Cl)c1	7	·
N#Cc1c(-c2ccccc2)nc(-c2cccnc2)[nH]c1=O	1	3
CCc1ccccc1NC(=O)N1C2CCCC1CC(NC(C)=O)C2 (configuration not stated)	-4	-2
O=C(Nc1ccc2oc(-c3ccncc3)nc2c1)c1ccc([N+](=O)[O-])o1	-3	-1
Cc1ccc(-c2nn(-c3ccccc3)cc2CSC(=N)N)cc1	1	0
O=[N+]([O-])c1cccc(/C=C/c2nc3ccc([N+](=O)[O-])cc3[nH]2)c1	2	-1
CCN1CCC(=NNC(=O)c2ccco2)CC1	3	0

Going on with the list.
SMILES	FBA Mtb inh	GDH-TPI inh	UGM FP inh	MazF activator	Mtb BioA inh	DUSP3 inh	BH1578 lux ind	PriA SSB inh	Rv3671c inh	3CLpro inhibitor
CCS(=O)(=O)N1CCN(C(=O)c2cccc(OC)c2)CC1	0	3	3.2	1	0.9	22	-0.6	-4	-5	-3
COc1ccc(Cc2nnc(NS(=O)(=O)c3ccc([N+](=O)[O-])cc3)s2)cc1	-2	0	0.3	-2	0.1	-15	-0.2	-1	6	5
COc1ccc(NC(=O)CS(=O)c2ccccc2Cl)cc1 (configuration not stated)	3	4	1.6	4	-0.8	19	i	-10	-7	-5
COC(=O)[C@@]12CCCN1[C@H](c1ccc(-c3ccc(Cl)c(Cl)c3)c(OC)c1)[C@H]1C(=O)N(C)C(=O)[C@H]12	-2	4	2.2	-10	-0.9	·	-0.6	17	-10	·
CC(=O)c1cccc(N(CC(=O)N2CCCC2)S(C)(=O)=O)c1	4	2	-2.6	5	2.8	1	-0.5	0	0	-6
Cc1cccc(NC(=O)CSc2nnc(CNC(=O)c3ccco3)o2)c1C	-3	10	-4.1	0	-0.1	10	-0.4	4	-5	-2
CC(C(=O)NC1CCCc2ccccc21)N1CCN(c2ccc(F)cc2)CC1 (configuration not stated)	0	6	-2.0	-4	3.7	36	-0.3	3	1	-1
Cc1ccc(NC(=O)O/N=C/c2cccc([N+](=O)[O-])c2)cc1	1	-2	-0.7	4	-3.2	-7	4.2	·	1	2
COc1cccc(C(=O)N(Cc2ccc(N(C)C)cc2)C2CCS(=O)(=O)C2)c1 (configuration not stated)	0	4	0.6	1	-1.3	25	·	-30	-4	3
CC(C)Oc1ccc(S(=O)(=O)N2CCOCC2)cc1NC(=O)CN1C(=O)NC2(CCCC2)C1=O	7	7	-2.4	-1	-1.0	2	-0.1	-8	-8	-1
O=C(NN1CCOCC1)c1cccc(COc2cccc(Br)c2)c1	6	2	-2.0	2	·	6	0.1	-8	1	2
CCCCCCCOc1ccc(OC(=O)c2cccnc2)cc1	1	7	0.4	-9	0.6	18	i	-14	1	-2
O=C(CN1C(=O)CSC1=O)Nc1ccc(C(=O)O)cc1	4	0	-1.5	9	-0.2	8	-5.0	-3	3	-2
CCn1c(=O)n(CC)c2cc(N3CCCC3)c(NC(=O)c3ccccc3F)cc21	2	5	-0.9	-2	5.7	79	-0.1	-10	-1	0
CCOC(=O)N1CCN(C(=O)CSc2ccc(-c3cccc(OC)c3)nn2)CC1	-3	-11	0.9	2	·	14	-0.3	-7	9	4
Cc1cc(C(=O)NCc2ccc(S(N)(=O)=O)cc2)ccc1[N+](=O)[O-]	0	4	-3.1	-1	-0.2	8	i	-14	6	1
Cc1nc(-c2ccccn2)sc1C(=O)O	-1	1	0.1	8	·	8	-0.7	-20	8	2
CC(=O)c1ccc(N2CCN(C(=O)c3ccccc3SCC(=O)NCc3ccco3)CC2)c(F)c1	6	17	·	7	13	·	-0.3	-15	·	·
COCCn1c(=O)[nH]c2cc(C(=O)NCCN3CCN(c4ccccc4F)CC3)ccc2c1=O	5	-5	1.4	6	4.6	29	i	-1	2	2
CNC(C(=O)c1ccccc1)C(OC)c1ccc(C)cc1 (configuration not stated)	3	5	0.2	-5	·	20	-0.2	-8	0	6
Cc1[nH]n(-c2cccc(Cl)c2)c(=O)c1/C=N/n1c(C)nc2ccccc2c1=O	-2	-2	1.3	-9	-0.4	25	i	·	-2	-4
CC(C)(O)C#Cc1ccc(CN2CCC(n3nccc3NC(=O)C3CC3)CC2)cc1	2	4	-0.7	3	-1.2	14	-0.3	6	4	0
Cc1onc(-c2c(F)cccc2Cl)c1C(=O)Nc1nc2ccccc2[nH]1	2	9	0.1	6	-5.1	-16	i	-4	-1	0
N#Cc1ccccc1OCC(=O)N1CC(=O)Nc2ccccc21	0	4	·	-8	-1.3	·	i	·	·	·
N#CC1=C2SCN(Cc3ccco3)CN2C(=O)CC1c1ccccc1F (configuration not stated)	2	1	-2.3	-22	1.1	-2	-0.4	7	3	-1
COc1cccc(-c2csc(N3CCN(C(=S)Nc4ccccc4C)CC3)n2)c1	-1	0	-1.1	-9	-5.2	12	0.9	7	-3	-2
Cc1ccc(OCC(=O)NNC(=O)C(C)Sc2ncnc3sc(C)c(C)c23)cc1 (configuration not stated)	0	0	0.4	5	·	-16	-0.3	0	-2	-2
O=C(CNC(=O)N1CC(=O)Nc2ccccc21)NCCc1c[nH]c2ccccc12	1	-1	1.3	14	-3.2	-4	-0.3	2	4	-1
C[C@@H]1CCCCO[C@H](CN(C)C)[C@H](C)CN([C@@H](C)CO)C(=O)c2cc(NC(=O)Nc3ccc(C(F)(F)F)cc3)ccc2O1	-1	-1	·	19	2.0&1.1&1.3	·	i	·	·	·
O=C(COc1ccc(Br)cc1)NCCCN1CCCC1=O	-1	-3	·	2	0.8	·	i	-6	-8	·

A section from the list above, for reference:
SMILES	FBA Mtb inh	GDH-TPI inh	UGM FP inh	MazF activator	Mtb BioA inh	DUSP3 inh	BH1578 lux ind	PriA SSB inh	Rv3671c inh	3CLpro inhibitor
Cc1cc(C(=O)NCc2ccc(S(N)(=O)=O)cc2)ccc1[N+](=O)[O-]	0	4	-3.1	-1	-0.2	8	i	-14	6	1
Cc1nc(-c2ccccn2)sc1C(=O)O	-1	1	0.1	8	·	8	-0.7	-20	8	2
CC(=O)c1ccc(N2CCN(C(=O)c3ccccc3SCC(=O)NCc3ccco3)CC2)c(F)c1	6	17	·	7	13	·	-0.3	-15	·	·

Going on with the list:
SMILES	FBA Mtb inh	GDH-TPI inh	UGM FP inh	MazF activator	Mtb BioA inh	DUSP3 inh	BH1578 lux ind	PriA SSB inh	Rv3671c inh	3CLpro inhibitor
O=C(CCNC(=O)c1ccccc1Cl)Nc1ccc(S(=O)(=O)Nc2nccs2)cc1	3	11	0.7	-1	·	·	·	1	2	·
CC(C)(C)NCc1cc(Br)ccc1OC1CCCC1	-1	-2	-0.1	6	·	5	0.5	-19	-3	0
O=C(Nc1ccc2[nH]ccc2c1)c1ccc(F)cc1	8	6	0.9	3	-1.0	17	0.1	-2	-8	1
C=CCn1c(SC)nnc1-c1ccc2ncccc2c1	-1	-1	2.1	5	17	4	-1.6	3	4	-3
Cc1cccc(N(C(=O)c2csnn2)C(C(=O)NC(C)(C)C)c2cccs2)c1 (configuration not stated)	2	7	1.0	-4	0.0	20	-0.4	7	13	4
COC(=O)c1cc(COC(=O)c2nc3nccc(C)n3n2)oc1C	0	0	1.3	3	·	23	-0.1	-9	-4	0
COC(=O)C(C)Oc1ccc(-c2nccc(-c3ccccn3)n2)cc1 (configuration not stated)	110*	3	0.2	-2	0.4	2	-2.0	-21	-9	0
CC(NC(=O)c1cc2c(s1)CS(=O)(=O)C2)c1ccccc1 (configuration not stated)	0	6	1.1	-11	-0.8	1	i	-12	-3	-4
CCn1nnnc1-c1ccc(OC)c(S(=O)(=O)NCCc2ccccc2)c1	-6	-11	-0.6	7	2.2	17	i	-8	2	-1
